Bioassay records from PubChem BioAssay.
GALR2 blocker = blocks the human galanin receptor 2; 140,000 compounds, 0.39% hits; AID 828; inhibition, % at 4 µM; GALR2-expressing cells, antagonist mode; O43603; in the data active = inhibition above about 27%;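 note: cells stimulated with galanin 1-16 at roughly its EC80; 0% = agonist challenge control and 100% = basal control without agonist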
Target sequence (O43603 whole entry, looked up): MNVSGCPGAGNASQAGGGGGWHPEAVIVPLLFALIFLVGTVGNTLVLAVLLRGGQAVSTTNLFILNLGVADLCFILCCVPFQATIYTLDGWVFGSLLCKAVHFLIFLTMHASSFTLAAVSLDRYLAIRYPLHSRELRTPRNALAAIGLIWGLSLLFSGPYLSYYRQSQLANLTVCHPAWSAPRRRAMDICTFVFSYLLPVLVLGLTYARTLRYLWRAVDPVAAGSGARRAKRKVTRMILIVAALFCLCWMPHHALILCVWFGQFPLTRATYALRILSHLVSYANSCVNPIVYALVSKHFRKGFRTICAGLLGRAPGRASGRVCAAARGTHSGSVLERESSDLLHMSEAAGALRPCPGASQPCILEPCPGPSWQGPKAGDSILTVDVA
HCT116 bCat-KO = beta-catenin-lacking colon tumor cell growth suppression. HCT116 beta-catenin knockout viability, CellTiter-Glo, 60 h; stronger effect = lower value. viability, % at 10 µM. 140,000 compounds, 1.5% hits. AID 818;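 active = viability at or under a set limit, the compound median less 4 SD, cut at about 6% in these data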;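 note: 0% = Hyamine 1622 control at 20 µM and 100% = untreated cell control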
Phagocytosis inh = blocks phagocytosis by macrophages | J774A.1 macrophage IgG-bead phagocytosis, imaging | inhibition, % at 5 µM | 110,000 compounds, 0.07% hits;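 active = inhibition above the mean of the plate negative controls plus 5 SD, cut at about 13% in these data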;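 note: phagocytic index as fraction of beads internalized from green versus red external bead signal; plate controls were DMSO negative control for no effect and cytochalasin-D positive control for full effect; some results beyond the cut were filed as inactive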
Yeast growth inh = yeast BB579 growth reduction in restrictive medium; inhibition, % at 10 µM; 140,000 compounds, 0.51% hits; S. cerevisiae BB579 growth, OD615, 48 h; AID 804;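 active = inhibition above a set limit, 3 SD over the mean compound inhibition, cut at about 44% in these data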; note: inactives centre near -24
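Assay system – yeast BB579 (DeaD) · Dosing – single compound dose of 10 µM, 0.25% DMSO final · Detection – OD615 turbidity measurement · Buffer or medium – CSMM-D restrictive synthetic medium containing dextrose (glucose) · Benchmarks – positive control amphotericin B 10 µg/mL · Incubation – 48 h exposure, 30 °C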
Yeast lifespan up = yeast lifespan extension; inhibition of the nicotinamide effect, % at 10 µM; S. cerevisiae growth with nicotinamide, OD615; deaD strain in restrictive glucose medium; AID 775; 130,000 compounds, 0.68% hits;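 active = inhibition above a set limit, placed 3 SD over the median of all compounds, cut at about 26% in these data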;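 note: 0% = nicotinamide-treated wells and 100% = cells grown without nicotinamide; some compounds called inactive have numbers as strong as hits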
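assay system = DeaD-strain S. cerevisiae | buffer or medium = restrictive glucose medium | reagent = 1.5 mM nicotinamide | compound = 10 µM single point, 0.25% DMSO | incubation = 48 h compound exposure at 30 °C, humidified | signal = OD615 measurement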
NPY Y2 blocker = blocks the human neuropeptide Y Y2 receptor; P49146; NPY-Y2 expressing cells, antagonist mode; inhibition, % at 2.7 µM; 140,000 compounds, 0.99% hits; AID 793; in the data active = inhibition above about 17%;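 note: 0% = vehicle with agonist challenge and 100% = reference antagonist with challenge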
Target sequence (P49146 whole entry, looked up): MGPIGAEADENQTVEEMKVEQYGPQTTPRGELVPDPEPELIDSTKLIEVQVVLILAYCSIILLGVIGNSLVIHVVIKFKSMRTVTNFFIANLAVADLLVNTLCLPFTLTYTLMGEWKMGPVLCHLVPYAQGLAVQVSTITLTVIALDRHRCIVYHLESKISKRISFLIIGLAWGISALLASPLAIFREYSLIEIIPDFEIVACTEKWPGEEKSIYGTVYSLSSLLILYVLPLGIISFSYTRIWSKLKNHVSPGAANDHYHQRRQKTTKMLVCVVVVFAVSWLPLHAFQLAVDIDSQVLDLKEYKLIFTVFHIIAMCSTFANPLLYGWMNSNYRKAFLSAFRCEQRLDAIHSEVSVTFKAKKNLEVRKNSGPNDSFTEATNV
E-sel TNF inh = TNF alpha driven E-selectin expression inhibition; 120,000 compounds, 0.71% hits; inhibition, % at 2 µM; HUVEC TNFa-induced E-selectin immunofluorescence, high content;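 active = inhibition above the batch mean plus 3 SD, and confirmed as a hit on visual image review, cut at about 43% in these data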;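 note: 0% = TNF-stimulated DMSO wells and 100% = unstimulated control wells; not every result past the cut was called active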
HCT116 PTEN-null = PTEN-deleted cell growth suppression | HCT116 PTEN-null viability, CellTiter-Glo, 60 h; stronger effect = lower value | 140,000 compounds, 1.2% hits | AID 827 | viability, % at 10 µM;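 active = viability at or below a set limit, 4 SD under the median of all tested compounds, cut at about 3.7% in these data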;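 note: PTEN knockout HCT116 line with beta catenin targeted HCT116 as companion control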
MRP-1 activ = MRP-1 activation; H69AR cells + doxorubicin, viability rescue, CellTiter-Glo; 140,000 compounds, 0.61% hits; viability increase, % at 10 µM;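 active = viability gain under doxorubicin at or above a set limit, the compound median plus 3 SD, cut at about 4.7% in these data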;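 note: MRP-1 overexpressing cells given doxorubicin 25 µM after compound pretreatment; 18-22 h compound pretreatment then 72 h with doxorubicin before readout; 0% = doxorubicin-only wells and 100% = vehicle-treated cells without doxorubicin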
Measles CPE = protection of cells from measles virus; Measles virus-infected cells, CPE protection, absorbance; protection (pct of control), % at 4 µM; 140,000 compounds, 1.5% hits; AID 841; in the data active = protection mostly above about 24%, no sharp cut-off; inactive = mostly below about 26%; note: some compounds called inactive have numbers as strong as hits
The depositor's hits bear a star; nt = no result given.

No.	structure	GALR2 blocker	HCT116 bCat-KO	Phagocytosis inh	Yeast growth inh	Yeast lifespan up	NPY Y2 blocker	E-sel TNF inh	HCT116 PTEN-null	MRP-1 activ	Measles CPE
1	Cc1[nH]nc(N=CC2=C(O)CC(C)(C)CC2=O)c1-c1ccc(Cl)cc1	-5.2	91.0	-1.0	-48.1	-9.2	0.9	28.3	93.8	-1.0	nt
2	COc1ccc(S(=O)(=O)NCCC(=O)NCc2ccccc2)cc1	-0.5	90.2	-2.7	-17.6	-3.6	0.2	nt	106.1	-1.2	1.0
3	COc1ccccc1C(CCN(Cc1cccs1)C(C)=O)c1ccco1 (configuration not stated)	4.2	68.1	0.6	-27.5	-16.3	3.6	10.9	74.8	-3.9	5.9
4	CCn1c(CC(=O)Nc2ccc(C)cc2)nnc1SCC(=O)NCc1ccccc1	3.6	92.7	-1.2	-41.0	-6.7	-0.1	nt	98.5	-0.2	8.2
5	CCC(=O)NCCc1nc2ccccc2[nH]1	-4.5	96.9	nt	-20.0	-3.2	1.3	-12.2	103.5	0.2	9.9
6	CCOc1ccc(NC(=S)N2CCc3cc(OC)c(OC)cc3C2COc2ccc3c(C)cc(=O)oc3c2)cc1 (configuration not stated)	1.7	87.2	3.9	-24.1	4.9	1.0	48.3	96.0	-3.0	6.1
7	CCOc1ccc(OCC)c(-c2c(=O)n(OCc3ccc(Cl)cc3)c3ccccc3[n+]2[O-])c1	-2.0	88.0	nt	-21.3	-16.8	3.1	-10.7	83.9	7.2*	6.5
8	CCc1ccc(OCc2nnc(SCC(=O)Nc3cccc(C(=O)N4CCOCC4)c3)o2)cc1	-0.6	100.4	-4.4	-42.2	-1.0	0.1	nt	98.1	0.1	6.0
9	CCOC(=O)c1ccc(NC2c3ccccc3C(=O)N2c2ccc(C)cn2)cc1 (configuration not stated)	-1.7	78.8	-0.3	-33.5	4.6	0.5	nt	77.2	-0.8	7.7
10	C/C(CCC(=O)O)=N/Nc1ccc([N+](=O)[O-])cc1[N+](=O)[O-]	17.7	80.0	-10.7	-7.8	-4.0	1.6	nt	93.7	-1.7	6.6
11	CC(C)(C)NC(=O)CSc1ccc(C(C)(C)C)cc1	-0.8	83.1	nt	-42.1	nt	-1.0	-21.3	96.5	2.5	5.3
12	C=CCn1c(NC(=O)c2ccc(Br)o2)c(C(=O)OCC)sc1=S	-0.8	95.6	-0.2	-13.8	22.9	-0.9	4.8	95.7	-1.4	8.0
13	O=C(OCC(=O)N1CCCC1)c1cccs1	3.2	125.9	-0.3	-29.5	-10.5	1.0	-21.4	115.6	1.2	5.6
14	O=C(NCC(c1cccs1)N1CCOCC1)c1ccccc1NS(=O)(=O)c1ccc(Cl)cc1 (configuration not stated)	3.4	80.7	3.0	-54.6	11.8	5.9	-7.8	78.2	2.5	7.0
15	Cc1occc1C(=O)NNC(=S)NCc1ccccc1	-0.9	101.3	-7.0	2.5	8.9	0.0	nt	93.1	-1.7	25.0
16	C/C(=N\n1nnnc1Nc1ccccc1)c1ccc(N)cc1	1.6	109.7	nt	0.0	-23.6	6.4	nt	91.8	-2.5	3.7
17	CCOC(=O)c1cnc(SC)nc1Oc1cccc(NS(=O)(=O)c2ccc(Cl)cc2)c1	9.2	67.8	nt	-62.5	6.8	2.9	2.1	70.0	-3.3	7.8
18	O=C(CN1CCN(c2ccc(Cl)cc2)CC1)N1CCCC1	-4.6	92.8	-0.4	-60.0	-8.4	0.6	4.7	87.8	-0.6	3.6
19	Fc1ccc(CN2CCN3CCCC3C2C2CCCCC2)cc1F (configuration not stated)	-1.6	62.1	nt	-11.7	-14.0	8.6	36.0	69.0	-1.3	15.3
20	CCS(=O)CCSC(=N)N (configuration not stated)	1.7	84.1	-1.3	-20.3	10.7	-0.9	-9.6	102.2	0.9	3.6
21	O=C(OCc1nc2ccccc2s1)c1cnccn1	8.7	95.5	-0.6	7.8	-9.7	1.6	nt	100.2	-0.9	11.0
22	Cc1cccc(OCC(=O)OCC(=O)c2c(N)n(C)c(=O)n(C)c2=O)c1	-4.0	89.8	nt	-13.3	-15.0	0.7	-3.5	97.2	-2.8	10.3
23	CC(C)OC(=O)c1nn2c(C(F)(F)F)cc(-c3ccc(Br)o3)nc2c1Br	-4.2	94.6	-0.4	-27.3	-1.9	0.8	nt	95.0	-1.6	12.8
24	COc1ccc(OC)c(Nc2nc(-c3sc(C)nc3C)cs2)c1	-0.5	94.3	-0.9	-38.2	-27.0	-0.6	15.2	76.3	-2.1	5.3
25	CCc1ccccc1NC(=O)CN(C)Cc1nc(N)nc(Nc2ccccc2C)n1	1.4	94.0	0.0	-25.5	-10.4	-0.1	nt	86.2	-0.6	0.1

Additional structures follow.
No.	structure	GALR2 blocker	HCT116 bCat-KO	Phagocytosis inh	Yeast growth inh	Yeast lifespan up	NPY Y2 blocker	E-sel TNF inh	HCT116 PTEN-null	MRP-1 activ	Measles CPE
26	COc1ccc(-n2c(N)c(C(=O)NCc3ccco3)c3nc4ccccc4nc32)cc1OC	0.6	63.4	-1.6	-33.2	9.1	-0.7	-20.4	67.9	-3.3	5.7
27	COc1cccc(-c2nc(CS(=O)CC(=O)NCc3ccccc3)c(C)o2)c1 (configuration not stated)	-3.1	99.5	-0.9	-37.9	1.0	4.8	nt	91.1	-3.7	11.1
28	CCOC(=O)c1cnc(-n2nc(C)cc2C)nc1NCc1ccccc1	-9.3	8.9	6.4	-47.7	-7.4	10.7	nt	14.8	-2.5	6.1
29	O=C(Nc1ccc(Cl)cn1)c1cc2ccccc2o1	6.0	86.2	nt	-57.9	-10.7	2.7	-23.6	92.4	-1.2	12.7
30	O=C(O)C1CCCN1S(=O)(=O)c1cc(Cl)ccc1Cl (configuration not stated)	-1.0	98.3	1.7	-75.5	-5.4	-0.2	1.0	103.8	-0.2	6.0
31	CC(C)OC(=O)/C(=C\C=C\c1ccccc1)NC(=O)c1ccccc1	-2.9	74.2	nt	-33.9	-7.8	1.8	1.7	69.9	-0.7	3.4
32	c1ccc(NC2=Nc3ccccc3CC2)cc1	-2.0	75.4	-0.6	-25.4	-9.0	-0.1	4.0	76.8	-0.9	3.5
33	CN(C(=O)CCc1nc2ccccc2s1)c1ccccc1	-5.8	105.1	-0.5	-17.0	-11.8	4.6	6.8	89.1	0.5	1.1
34	Cc1ccc(NC(=O)CCNS(=O)(=O)c2ccccc2)c(C(=O)c2ccccc2)c1	-2.0	75.6	-6.6	-36.9	5.1	-1.3	nt	85.6	-1.4	20.2
35	CN1CCc2nc(NC(=O)c3cccc(OC(F)F)c3)sc2C1	-14.9	99.1	0.2	-47.9	-3.0	0.5	10.4	109.2	-0.2	5.0
36	CN(C(=O)c1cccc(N2C(=O)C3CC=CCC3C2=O)c1)C1CCCCC1 (configuration not stated)	0.4	95.3	nt	17.1	-24.2	2.9	nt	95.1	-1.5	1.2
37	Cn1nccc1C(=O)N1CCN(c2ccc(F)cc2)CC1	10.5	94.8	nt	-2.7	nt	0.3	-16.6	100.8	-1.8	9.7
38	Cc1ccc(S(=O)(=O)N2CC(O)C[C@H]2C(=O)OCC(=O)c2ccccc2)cc1 (some centres not stated)	-6.6	93.0	nt	-10.1	3.7	1.7	nt	89.5	-3.0	4.7
39	O=C(NCc1ccco1)c1cccn2c(=O)c3c4c(sc3nc12)CCCC4	12.5	85.4	nt	-23.4	-18.0	2.5	nt	75.4	-1.2	0.3
40	N#CC1=C(N)Oc2cc3ccccc3cc2C1c1cccs1 (configuration not stated)	0.2	52.2	1.2	-95.0	-2.5	5.5	-37.3	37.9	-1.4	3.9
41	CC(=NC(C)C)C1=C(O)CCC1=O	0.0	100.9	-0.8	-35.4	nt	1.0	-23.6	104.1	0.4	3.8
42	O=C(NCCc1c[nH]c2ccccc12)C1CCC(Cn2c(=S)[nH]c3ccccc3c2=O)CC1 (configuration not stated)	-3.0	52.6	-1.0	-46.9	-3.6	-1.4	-6.3	63.9	-0.4	10.2
43	Cc1ccc(N(CC(=O)N/N=C/c2ccc(OC3CSC3)cc2)S(=O)(=O)c2ccccc2)cc1	-0.1	95.4	-0.5	-48.6	-1.1	3.5	16.1	87.0	0.0	5.0
44	CC(=O)Oc1cc2oc(=O)c3c(c2cc1Cl)CCC3	-9.3	104.5	-0.9	-13.3	-15.5	4.5	nt	107.3	0.7	28.0
45	Cc1ccnc(N2CCC(C(=O)Nc3ccc(Oc4ccccc4)cc3)CC2)n1	2.6	82.6	-4.6	-32.7	3.4	4.0	10.7	94.2	-2.2	0.8
46	O=C(Oc1ccc(-c2cnc3ccccc3n2)cc1)c1ccc(Br)o1	-1.2	91.5	-2.1	-33.8	-10.1	2.7	-7.2	80.5	-0.8	-0.4

Compound profiles, as listed above. Order of screens: GALR2 blocker	HCT116 bCat-KO	Phagocytosis inh	Yeast growth inh	Yeast lifespan up	NPY Y2 blocker	E-sel TNF inh	HCT116 PTEN-null	MRP-1 activ	Measles CPE
Profile of CCn1c(CC(=O)Nc2ccc(C)cc2)nnc1SCC(=O)NCc1ccccc1 → 3.6	92.7	-1.2	-41.0	-6.7	-0.1	nt	98.5	-0.2	8.2
Profile of Fc1ccc(CN2CCN3CCCC3C2C2CCCCC2)cc1F (configuration not stated) → -1.6	62.1	nt	-11.7	-14.0	8.6	36.0	69.0	-1.3	15.3
Profile of O=C(CN1CCN(c2ccc(Cl)cc2)CC1)N1CCCC1 → -4.6	92.8	-0.4	-60.0	-8.4	0.6	4.7	87.8	-0.6	3.6
Profile of C=CCn1c(NC(=O)c2ccc(Br)o2)c(C(=O)OCC)sc1=S → -0.8	95.6	-0.2	-13.8	22.9	-0.9	4.8	95.7	-1.4	8.0
Profile of CCOC(=O)c1ccc(NC2c3ccccc3C(=O)N2c2ccc(C)cn2)cc1 (configuration not stated) → -1.7	78.8	-0.3	-33.5	4.6	0.5	nt	77.2	-0.8	7.7

Laid out differently: three of the compounds above.
Results follow in this order: GALR2 blocker, HCT116 bCat-KO, Phagocytosis inh, Yeast growth inh, Yeast lifespan up, NPY Y2 blocker, E-sel TNF inh, HCT116 PTEN-null, MRP-1 activ, Measles CPE
(36) CN(C(=O)c1cccc(N2C(=O)C3CC=CCC3C2=O)c1)C1CCCCC1 (configuration not stated)
    0.4, 95.3, nt, 17.1, -24.2, 2.9, nt, 95.1, -1.5, 1.2
(37) Cn1nccc1C(=O)N1CCN(c2ccc(F)cc2)CC1
    10.5, 94.8, nt, -2.7, nt, 0.3, -16.6, 100.8, -1.8, 9.7
(38) Cc1ccc(S(=O)(=O)N2CC(O)C[C@H]2C(=O)OCC(=O)c2ccccc2)cc1 (some centres not stated)
    -6.6, 93.0, nt, -10.1, 3.7, 1.7, nt, 89.5, -3.0, 4.7
